# ALOX12 inh: blocks human arachidonate 12S-lipoxygenase | purified 12hLO, xylenol orange hydroperoxide absorbance | P18054 | Potency, µM (doses to about 108 µM), without a hit: at the top dose activity change, negative = inhibition, hits mostly inhibitors | actives 1.1% (n = 580,000) | AID 1671190; active = well fitted inhibition curve with a large enough effect; inconclusive = small, poorly fitted or top-dose-only effect, or another doubt; inactive = no such curve, though single readings can be large or run the other way
# Target sequence (P18054 whole entry, looked up): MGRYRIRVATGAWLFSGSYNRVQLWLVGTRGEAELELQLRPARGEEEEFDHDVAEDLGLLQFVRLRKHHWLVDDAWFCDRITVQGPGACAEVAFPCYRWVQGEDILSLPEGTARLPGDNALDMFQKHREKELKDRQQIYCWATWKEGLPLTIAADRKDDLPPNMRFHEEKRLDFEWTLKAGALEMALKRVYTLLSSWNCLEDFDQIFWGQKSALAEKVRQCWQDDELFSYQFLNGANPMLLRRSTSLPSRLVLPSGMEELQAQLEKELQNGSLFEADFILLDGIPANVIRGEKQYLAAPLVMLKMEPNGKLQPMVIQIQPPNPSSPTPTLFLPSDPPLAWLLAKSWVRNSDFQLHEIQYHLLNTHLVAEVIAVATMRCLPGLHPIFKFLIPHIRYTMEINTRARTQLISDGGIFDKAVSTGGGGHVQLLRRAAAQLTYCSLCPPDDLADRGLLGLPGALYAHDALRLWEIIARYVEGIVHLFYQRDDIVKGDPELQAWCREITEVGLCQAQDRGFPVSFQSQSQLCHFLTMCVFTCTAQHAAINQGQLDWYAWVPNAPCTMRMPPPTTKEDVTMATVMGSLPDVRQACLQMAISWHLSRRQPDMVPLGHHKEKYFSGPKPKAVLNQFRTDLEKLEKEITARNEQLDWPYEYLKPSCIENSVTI
#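 Hydroperoxide product was detected by ferrous iron/xylenol orange as the 573 to 405 nm absorbance ratio. Arachidonic acid at 40 uM (final) was turned over for 30 min at room temperature by 150 nM human 12hLO, pH 7.0 Hepes buffer, after 15 min compound preincubation.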
# An asterisk follows results filed as active; ? = inconclusive; [ ] = another dose, or the depositor's remark. % is scaled to controls: 0 for no effect and ±100 for the full control effect; potency is read from the fitted curve at half-maximal effect.
SMILES,ALOX12 inh
O=C(CCn1cccn1)N1CC(F)(F)C[C@H]1c1nc(C2CC2)no1,11%
CCCNC(=S)Nc1cc(C)cc(C)c1,1%
O=C(c1cccnc1)N1CCC(c2noc(-c3cnccn3)n2)C1 (stereo not given),20%
COc1ccc2cc(C3CN(C(=O)Cc4ccc(O)cc4)CCO3)ccc2c1 (stereo not given),-4%
O=c1[nH]ccn1C1CCN(Cc2ccc(F)cc2)CC1,-14%[176 µM]
O=C1NC2(CCCN(C(=O)c3ccc4c(c3)OCO4)C2)COc2ccccc21 (stereo not given),36%
O=C(NC1CC1)C1CCN(CCCc2nc3ccccc3o2)CC1,4%
Cc1cccc(CC(=O)N2CCC(c3nn(C)c4c3COCC4)CC2)c1,34%[activator]
CC(C)CC(NC(=O)COc1ccccc1)C(=O)N(C)C (stereo not given),-12%
CC(C)c1noc(CCCC(=O)NC(C)c2cccs2)n1 (stereo not given),31%
Cc1ccc(N2Cc3c(NCCO)ncnc3N(C)CC2=O)cc1,18%[176 µM]
COc1cccc(NC(=O)COC(=O)c2cc3c(C)nn(-c4ccc(F)cc4)c3s2)c1,30%
CCC1Oc2ccc(NC(=O)COc3ccccc3)cc2CN(Cc2cccc(OC)c2)C1=O (stereo not given),23%
O=S1(=O)CC=C(CBr)C1,?
CN(Cc1cccnc1)C(=O)c1cn(Cc2ccccc2C(F)(F)F)nn1,42%[activator]
O=C(NC1CCNC1)C1CCN(c2nc(-c3ccccc3)nc3c2CCC3)CC1 (stereo not given),12%
CNC(=O)[C@@H]1CN(C(=O)c2ccc(F)cn2)C[C@H]1COC,-1%
CCCNC(=O)N1CCCN(S(=O)(=O)c2ccccc2)CCC(=O)NCC1,62%[activator]
Cc1cccc(Nc2nnc(-c3cc4ccc(O)cc4oc3=O)s2)c1,-12%
Cc1cccc(OCCc2noc(C3CCCN3)n2)c1 (stereo not given),47%[activator]
Cc1ccc(-n2nc(-c3noc(C(=O)NCc4cccnc4)n3)c(=O)n(C)c2=O)cc1,-51%
CC(C#N)CN(C)C(=O)Cc1coc(-c2ccccc2)n1 (stereo not given),4%
O=C(NC1CCCCC1)C1CN(S(=O)(=O)c2cccc(F)c2)CC12CCOCC2 (stereo not given),44%
O=C1[C@@H]2C[C@@H](O)CN2C2(CN(C3CCC(F)(F)CC3)C2)C(=O)N1Cc1ccccc1,0%[176 µM]
CCc1cc(=O)oc2c(C)c(OC(C)C(=O)NCc3ccncc3)ccc12 (stereo not given),-2%
SMILES,ALOX12 inh
COc1ccccc1Oc1c(C)oc2cc(OCC(=O)NCc3cccs3)ccc2c1=O,-11%
CN(C)C(=O)c1n[nH]c2c1CN(C(=O)CCC(=O)c1ccc(F)cc1)CC2,5%
Cc1cccc(OCCc2noc(C3CCN(S(=O)(=O)C(C)C)C3)n2)c1 (stereo not given),31%[activator]
O=C(O)CCCNC(=O)Cn1ccc2c(Br)cccc21,?
CC(NC(=O)c1ccccc1SCc1cccs1)c1cccs1 (stereo not given),?
O=C(c1cn(CCOc2ccc(F)cc2)c2ccccc12)C1CC1,8%
Cc1noc(C)c1-c1cc2c(cc(C)n2CCN(C)C)c(-c2ccc(CO)cc2)n1,?
c1ccc2c(c1)ccc1n[nH]nc12,-25%
Cc1ccccc1NC(=O)CCC1CCCO1 (stereo not given),12%
COc1ccc(NC(=O)CCc2c[nH]c3ccccc23)c(OC)c1,-37%
COc1ccccc1NC(=O)c1ccc(NC(=O)c2ccccc2SCC2CCCO2)cc1 (stereo not given),?
COc1cccc(-c2nc(C#N)c(N3CCN(C(=O)c4cccs4)CC3)o2)c1,23%
Cc1ccccc1C1=NN(S(C)(=O)=O)C(c2ccc3nccnc3c2)C1 (stereo not given),-17%
Cc1nc(CN2Cc3nc(-c4ccc5c(c4)OCO5)ccc3OCC2=O)cs1,14%[176 µM]
CC(C)C(=O)N1Cc2ccccc2CC2(CCCN(Cc3ccccn3)C2)C1 (stereo not given),1%[6.33 µM]
CC(C)(C)c1ccc(Oc2ccc(C#N)c(C#N)c2)cc1,19%
O=C1NCCCCCCN(Cc2ccncc2)[C@@H]2CN(Cc3ccc(O)cc3)CC[C@H]12,130%[activator]
Cc1ccc(Nc2cc(C)nc(Nc3ccc(NC(=O)CC(C)C)cc3)n2)cc1,?
Brc1ccc(C=Nc2ccccc2Cc2ccccc2)cc1,-21%
COCCNC(=O)[C@H]1C[C@H](Oc2cccnc2)CN1C(=O)Nc1cccc(C)c1,10%
Cc1cccc(CNCc2cccs2)c1,?
Cn1nc(C(=O)N2CCN(c3cccc(Cl)c3)CC2)c2ccccc2c1=O,-46%
O=C(CCS(=O)(=O)c1cccc2nsnc12)N1CCN(c2cccc(Cl)c2)CC1,9%
Cc1cccc(NC(=O)c2cc(-c3ccc(C)o3)nc3ccccc23)n1,-116%
COc1ccc(C(=O)NCC23CCC=C2N(C)C(=O)CC3)cn1 (stereo not given),16%

# 15 of these compounds in another layout.
Structure | ALOX12 inh
COc1ccc(NC(=O)CCc2c[nH]c3ccccc23)c(OC)c1 | -37%
COc1ccccc1NC(=O)c1ccc(NC(=O)c2ccccc2SCC2CCCO2)cc1 (stereo not given) | ?
COc1cccc(-c2nc(C#N)c(N3CCN(C(=O)c4cccs4)CC3)o2)c1 | 23%
Cc1ccccc1C1=NN(S(C)(=O)=O)C(c2ccc3nccnc3c2)C1 (stereo not given) | -17%
Cc1nc(CN2Cc3nc(-c4ccc5c(c4)OCO5)ccc3OCC2=O)cs1 | 14%[176 µM]
CC(C)C(=O)N1Cc2ccccc2CC2(CCCN(Cc3ccccn3)C2)C1 (stereo not given) | 1%[6.33 µM]
CC(C)(C)c1ccc(Oc2ccc(C#N)c(C#N)c2)cc1 | 19%
O=C1NCCCCCCN(Cc2ccncc2)[C@@H]2CN(Cc3ccc(O)cc3)CC[C@H]12 | 130%[activator]
Cc1ccc(Nc2cc(C)nc(Nc3ccc(NC(=O)CC(C)C)cc3)n2)cc1 | ?
Brc1ccc(C=Nc2ccccc2Cc2ccccc2)cc1 | -21%
COCCNC(=O)[C@H]1C[C@H](Oc2cccnc2)CN1C(=O)Nc1cccc(C)c1 | 10%
Cc1cccc(CNCc2cccs2)c1 | ?
Cn1nc(C(=O)N2CCN(c3cccc(Cl)c3)CC2)c2ccccc2c1=O | -46%
O=C(CCS(=O)(=O)c1cccc2nsnc12)N1CCN(c2cccc(Cl)c2)CC1 | 9%
Cc1cccc(NC(=O)c2cc(-c3ccc(C)o3)nc3ccccc23)n1 | -116%

# (further entries)
SMILES,ALOX12 inh
COc1ccc(NC(=O)N2CCCC(Cc3noc(-c4ccccc4)n3)C2)cc1 (stereo not given),5%
Cc1c(-c2ccccc2)nc2c3ccccc3ccn12,7%
C/C(=N\Nc1cc(C)nc(NCc2ccccc2)n1)c1ccncc1,17%
Cn1cc(C(=O)N2CCCC(Cc3noc(-c4ccncc4)n3)C2)cn1 (stereo not given),29%
CC(OC(=O)c1cc(-c2ccco2)nc2ccccc12)C(=O)NC(=O)NC(C)(C)C (stereo not given),8.9µM*
COc1ccc(CN(C)C2CCCc3ccccc32)cc1 (stereo not given),14%[176 µM]
COc1cccc(-c2ccccc2NC(=O)C2CCN(CC=C(C)C)CC2)c1,10%
CCS(=O)(=O)NC1CCc2nnc(C3CC3)n2CC1 (stereo not given),38%[activator]
c1ccc(NCCn2cc(-c3cncnc3)nn2)cc1,13%
O=C(O)CCNS(=O)(=O)c1ccc(Cl)cc1,-28%
Cc1ccc(Nc2nc(CN3CCN(S(=O)(=O)c4ccccc4)CC3)cs2)cc1,?
Cc1ccc(-n2c(SCC(=O)NC(=O)NCC(C)C)nnc2N2CCCCC2)cc1,23%
COc1ccc(C(=O)N2CCn3c(nnc3-c3cccnc3)C2)cc1,2%[6.33 µM]
CCOc1ccc2oc(C(=O)N3CCN(CC(=O)Nc4ccc(C)cc4)CC3)c(C)c2c1,27%
Cn1c(=O)c2c(ncn2CC(=O)OCc2ccc(C(C)(C)C)cc2)n(C)c1=O,46%[activator]
CCCCCCCc1ccc(-c2nnc(-c3ccc(Br)cc3)o2)cc1,11%
O=C(CCn1nc(-c2ccc(Cl)cc2)c2ccccc2c1=O)N1CCCCC1,?
CCc1ccc(S(=O)(=O)N(C)C(C)c2nc3ccccc3s2)cc1 (stereo not given),28%
Cc1cc(S(=O)(=O)N2CCC(NS(=O)(=O)c3cccs3)CC2)ccc1Br,-18%
O=C(CCc1nnn2c1CN(C(=O)c1ccccc1F)CC2)NC1CC1,27%
c1coc(-c2cc(CSc3nnc(-c4ccncc4)o3)no2)c1,-49%
O=C(COc1ccc(F)cc1)N1CCCC(c2noc(COc3ccccc3)n2)C1 (stereo not given),6%
CCN(CC)Cc1cnc2c(C(=O)NC3CCCNC3)cnn2c1 (stereo not given),?
COc1ccc(CN2CCC3OCCN(Cc4ccccc4)C(=O)C3C2)cn1 (stereo not given),12%[176 µM]
O=C(CSc1nc2cc([N+](=O)[O-])ccc2o1)Nc1cccc(Cl)c1,?
SMILES,ALOX12 inh
COc1cc(CN2CCC3(CC2)C(=O)NCN3Cc2ccc(Cl)cc2)ccc1F,58%[activator]
COc1ccc(NC(=O)COc2ccc3c(=O)c(Oc4ccc(F)cc4)coc3c2)cc1,5%
CN(C)S(=O)(=O)c1ccc(NC(=O)CCc2ncc(-c3ccc(F)cc3F)o2)cc1,?
COc1ccc(C(=O)N2CCCCC2c2n[nH]c(C)n2)cc1 (stereo not given),31%[activator]
Cc1cccc(C(=O)N2CCCC(Cc3nncn3C)C2)c1 (stereo not given),29%
COc1ccc(-c2c(C)oc3cc(OCCN4CCC(C)CC4)ccc3c2=O)cc1OC,16%
COc1ccc(N2CCC(NC(=O)c3ccc(N(C)C)cc3)C2=O)cc1 (stereo not given),6%
Cc1nn(Cc2ccccc2)c(C)c1NC(=O)COCc1cc(-c2ccco2)on1,?
CC(=O)N1CCN([C@H]2[C@@H]3OC[C@@H](O3)[C@@H](NCC3CCCCC3)[C@@H]2O)CC1,13%[176 µM]
CCOc1ccc(/C=C/c2nc(C#N)c(N3CCN(C(=O)c4ccco4)CC3)o2)cc1,?
CC=CC[C@@H](C)C(=O)[C@H]1C(=O)N[C@@H](C(C)C)C(=O)N(C)CC(=O)N(C)[C@@H](CC(C)C)C(=O)N[C@@H](C(C)C)C(=O)N(C)[C@@H](CC(C)C)C(=O)N[C@@H](C)C(=O)N[C@H](C)C(=O)N(C)[C@@H](CC(C)C)C(=O)N(C)[C@@H](CC(C)C)C(=O)N(C)[C@@H](C(C)C)C(=O)N1C,-6%[57.4 µM]
O=C1c2ccccc2NC2(CCSC2)N1c1ccc2c(c1)OCO2 (stereo not given),?
COc1ccc(N2CC(c3noc(-c4cc(OC)c(OC)c(OC)c4)n3)CC2=O)cc1OC (stereo not given),8%
O=C(Cn1ccc2cc(Cl)ccc21)Nc1ccc2[nH]ccc2c1,1%
O=C(C1=NOC2CN(C(=O)C3CC3)CC12)N1CCOCC1 (stereo not given),-1%[12.5 µM]
Cn1cc(C#N)cc1C(=O)N1CCC2(CCC(=O)N(CCc3cnc[nH]3)C2)CC1,3%
CN(C)C(=O)c1ccc(-c2ccc3ncnc(Nc4ccc(F)cc4)c3c2)cc1,?
CC(=O)c1cc(CC(=O)N[C@@H]2COCC[C@@H]2OCc2ccccc2)cs1,0%
Cc1cc2c(nc1C)CCCN2S(=O)(=O)c1c(C)noc1C,-11%
O=[N+]([O-])c1ccc(Nc2cccc3ccccc23)nc1,?
COc1cccc(S(=O)(=O)N(C)C[C@@H]2Oc3ncc(Br)cc3C(=O)N([C@H](C)CO)C[C@@H]2C)c1,-20%
Cc1nc(NC(=O)COc2ccc(Br)cc2)sc1C,-17%
CC(Sc1nnc(Nc2ccccc2F)s1)C(=O)N(C)c1ccccc1 (stereo not given),-21%
COc1cccc(C(=O)NCC2Cc3c(F)ccc(-c4ncccn4)c3O2)c1OC (stereo not given),-2%
CS(=O)(=O)N1CC2(CCN(Cc3c[nH]c4ccccc34)C2)Cc2ccccc21 (stereo not given),-4%[6.33 µM]
SMILES,ALOX12 inh
COCCNC(=O)C1COC2(CCN(C(=O)c3cccs3)CC2)N1C(=O)c1ccccc1 (stereo not given),30%[activator]
COc1ccccc1CCC(=O)N1CCC(c2n[nH]c(=O)n2Cc2ccc(F)cc2)CC1,9%
O=C(NCc1ccccn1)c1cccc(OC2CCN(c3cnccn3)CC2)c1,31%[activator]
Cc1ccc(CN2C(=O)NC3(CCN(C(=O)c4ccc[nH]c4=O)CC3)C2=O)cc1,33%[activator]
Cc1cc(NC(=O)C2CCN(C(=O)c3ncn4c3COC(c3ccc(F)cc3)C4)CC2)ccc1Cl (stereo not given),15%
Cn1c(Cn2cccn2)nnc1C1CC(NC(=O)COc2cccnc2)C1 (stereo not given),64%[activator]
Cc1nn2c(c1-c1ccccc1C(C)C)N(Cc1ccc(F)cc1)CCC2,-2%[176 µM]
Cn1nc(CC(=O)NCC2CCCCC2)c2ccccc2c1=O,-29%
CCCS(=O)(=O)N1CCCN(c2ccc(=O)n(-c3ccc(C)c(C)c3)n2)CC1,-11%
CN1CCN(S(=O)(=O)c2ccc(Sc3ccc4ccccc4c3)nc2)CC1,-6%
COc1ccc(C2(c3nc(C4CC(=O)N(c5ccc(C)cc5)C4)no3)CC2)cc1 (stereo not given),4%
COc1ccc(OC)c(-c2cc(Cl)c3c(c2)CC(CNC(=O)[C@@H]2CCCN2C(C)=O)O3)c1 (stereo not given in full),?
Cc1noc(C)c1S(=O)(=O)N1CCN(C(=O)N2CC3CC(C2)[C@H]2CCCC(=O)N2C3)CC1 (stereo not given in full),9%

# Source: PubChem BioAssay (National Center for Advancing Translational Sciences (NCATS))

# The list is partial; the hit share may differ from the screen's.
